# Source: PubChem BioAssay
# MEKK2 WT-MEK5: modulators of MEK5 binding to wildtype MEKK2, primary screen, biochemical, multiplex bead flow cytometry, Alexa488-MEK5. AID 1531, 2009. Mitogen-activated protein kinase kinase kinase 2 (Homo sapiens), Q9Y2U5. Alexa488-MEK5 binding to MEKK2 WT; actives lie on both sides. binding response (% of control), % at 10 µM. 1.1% of 290,000 active; in the data active means binding response below about 67% or above about 130%
# PHOSPHO1 inh: PubChem AID 1565; inhibition, % at 13.3 µM; 1.1% of 290,000 active; recombinant PHOSPHO1, absorbance phosphatase assay; in the data active means inhibition above about 60%
# Target sequence (Q8TCT1 whole entry, looked up): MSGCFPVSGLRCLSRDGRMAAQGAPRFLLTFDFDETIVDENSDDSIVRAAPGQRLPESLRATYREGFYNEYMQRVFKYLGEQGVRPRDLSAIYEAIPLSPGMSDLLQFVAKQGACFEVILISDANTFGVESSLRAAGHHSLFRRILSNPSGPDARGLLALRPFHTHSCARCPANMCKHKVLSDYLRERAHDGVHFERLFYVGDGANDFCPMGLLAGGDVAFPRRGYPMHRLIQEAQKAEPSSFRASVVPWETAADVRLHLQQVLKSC
# FID counter: compounds displacing fluorescent DNA intercalator, primary screen, artefact control for HCV NS3 helicase inhibitor project, biochemical, FID fluorescence. DNA fluorescent intercalator displacement. inhibition, % at 7.9 µM. 0.17% of 290,000 active; in the data active means inhibition above about 37%;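 further: 0% = vehicle and 100% = reference compound; higher means more ethidium bromide displaced from hairpin DNA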
# MEKK2mut PB1 HTS: MEK5 binding signal on mutant MEKK2 PB1, primary screen, biochemical, multiplex bead flow cytometry, Alexa488-MEK5; Alexa488-MEK5 binding to MEKK2 mutant; percent response, % at 10 µM; 0.35% of 290,000 active; AID 1530, 2009; in the data active means percent response above about 24%, passing the limit was not always enough; further: inactives centre near 1; some results filed as inactive read as strong as hits; reference of the scale not given here
# M18AAP inhibitor: PfM18AAP inhibitors, malaria aminopeptidase, primary screen, biochemical, QFRET, recombinant enzyme. 1.2% of 290,000 active. H-Glu-NHMec fluorogenic cleavage. AID 1822, 2009. M18 aspartyl aminopeptidase (Plasmodium falciparum 3D7). inhibition, % at 7.35 µM;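 active means inhibition above the campaign mean inhibition over all tested compounds plus 3 SD, cut at about 28% in these data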;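 further: 0% = plate median of test compound wells and 100% = 2 mM ZnCl2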
# GPR7 antag: GPR7 receptor antagonists, primary screen, cell-based, fluorescence, single concentration | Neuropeptides B/W receptor type 1 (Homo sapiens), P48145 | GPR7-expressing cells, fluorescence antagonist assay | inhibition, % at 4.4 µM | 1.1% of 290,000 active | AID 1861, 2009; in the data active means inhibition above about 16%, passing the limit was not always enough;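 further: cells stimulated with the agonist NPW; 0% = agonist with vehicle and 100% = vehicle without agonist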
# OXTR agonist: human OXTR agonists, primary screen, fluorescence, CHO-OTR cells, Fluo-8 calcium; Oxytocin receptor (Homo sapiens), P30559; Fluo-8 calcium fluorescence; normalized: DMSO 0%, oxytocin 100%; activation, % at 3 µM; 0.32% of 320,000 active;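 active means activation above the mean of all tested compounds plus 3 SD, cutoff set per screening run, cut at about 20% in these data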;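 further: peak over basal fluorescence ratio from a 100 s FLIPR kinetic read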
# MEKK3 PB1 HTS: modulators of MEKK3-MEK5 PB1 binding, primary screen, biochemical, wildtype MEKK3, multiplex bead flow cytometry, Alexa488-MEK5 | binding response (% of control), % at 10 µM | 1.4% of 290,000 active | bead-based flow cytometry, Alexa488-MEK5 binding to MEKK3; actives lie on both sides; 0 = blocked by unlabeled MEK5, 100 = vehicle;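 active means binding response more than 3 SD above or below the average of its plate-row segment, actives on both sides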;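 further: Alexa488 bead fluorescence after subtracting the streptavidin-only scavenger bead signal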
# Target sequence (Q99759 whole entry, looked up): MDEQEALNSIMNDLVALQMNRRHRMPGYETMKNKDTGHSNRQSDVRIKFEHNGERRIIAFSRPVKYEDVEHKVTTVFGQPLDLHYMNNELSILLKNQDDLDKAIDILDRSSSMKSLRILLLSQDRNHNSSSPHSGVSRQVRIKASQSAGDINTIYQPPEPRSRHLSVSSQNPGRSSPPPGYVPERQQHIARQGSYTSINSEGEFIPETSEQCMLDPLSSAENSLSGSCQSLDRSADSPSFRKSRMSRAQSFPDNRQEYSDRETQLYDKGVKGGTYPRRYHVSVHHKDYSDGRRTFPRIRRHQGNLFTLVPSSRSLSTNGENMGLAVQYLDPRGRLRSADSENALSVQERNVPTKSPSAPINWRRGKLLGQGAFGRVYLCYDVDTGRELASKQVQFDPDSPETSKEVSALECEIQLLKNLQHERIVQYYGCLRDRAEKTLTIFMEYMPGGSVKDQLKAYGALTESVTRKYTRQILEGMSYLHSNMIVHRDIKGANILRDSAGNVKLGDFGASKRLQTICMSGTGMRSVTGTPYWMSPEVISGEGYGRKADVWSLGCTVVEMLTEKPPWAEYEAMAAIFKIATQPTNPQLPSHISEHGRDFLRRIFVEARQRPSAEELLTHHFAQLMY
# NALP1 inh: NALP1 inflammasome inhibitors in reconstituted yeast, colorimetric, S. cerevisiae, triplicate retest | S. cerevisiae NALP1/ASC/caspase-1 growth, X-gal OD620, 72 h | inhibition, % at 10 µM | 0.61% of 280,000 active | AID 2071, 2009; in the data active means inhibition mostly above about 24%, no sharp cut-off; inactive means mostly below about 32%; further: some compounds called inactive have numbers as strong as hits
# * marks the source's active call; other numbers are inactive results; . = not tested or not shown.
no.	Structure	MEKK2 WT-MEK5	PHOSPHO1 inh	FID counter	MEKK2mut PB1 HTS	M18AAP inhibitor	GPR7 antag	OXTR agonist	MEKK3 PB1 HTS	NALP1 inh
1	CC(=O)Nc1ccc(S(=O)(=O)NCc2ccc(C)n2C)cc1	104.0	18.8	-0.9	5.0	6.3	-9.3	0.7	99.0	16.2
2	OCCCNc1ncnc2c1[nH]c1ccccc12	72.0	36.4	2.9	-19.0	6.1	-11.4	-1.0	61.0	.
3	Cc1ccc(NC(=O)CC2C(=O)N(Cc3ccccc3)C(=S)N2NC(=O)c2cccc(F)c2)c(C)c1 (stereo unspecified)	106.0	-6.0	0.7	11.0	-11.2	-9.7	1.8	104.0	26.2
4	Cc1cccc(NC(=O)NCc2ccc3c(c2)cc(C)n3C)c1	96.0	34.3	-8.1	9.0	-5.7	-4.9	0.0	101.0	11.5
5	COc1cc(-c2cc3nc4ccccc4n3c(N)c2C#N)cc(OC)c1OC	91.0	33.4	-17.3	-17.0	-3.2	-25.4	-0.5	92.0	.
6	Cc1cc(C)n(CCC(=O)N2c3ccccc3CC2C)n1 (stereo unspecified)	98.0	22.4	-23.6	8.0	0.0	7.6	0.7	100.0	-1.0
7	O=C(CSc1nnc2c(Cl)cc(Cl)cn12)N1CCN(S(=O)(=O)c2ccccc2)CC1	99.0	36.6	-19.2	0.0	-2.8	2.9	-0.6	105.0	8.0
8	Cc1ccc(S(=O)(=O)NNC(=O)Nc2ccccc2F)c(C)c1	103.0	46.6	-10.1	7.0	14.4	-9.2	-0.5	103.0	4.7
9	Cc1ccc(-n2c(=O)c(C#N)cc3c(=O)n4ccccc4nc32)cc1	115.0	6.0	-3.7	3.0	1.5	-6.8	0.7	99.0	36.8
10	CCOC(=O)N1CCN(c2ccc([N+](=O)[O-])cc2)CC1	98.0	-11.3	-5.0	0.0	1.1	-4.0	0.5	101.0	19.2
11	Cc1ccc(SCCC(=O)N2CCC(C)CC2)cc1	102.0	-15.0	-23.1	4.0	11.9	4.1	-2.6	115.0	19.4
12	Cc1ccc(-c2csc(N(CCO)CCCn3c(C(F)(F)F)nc4cc(C(F)(F)F)ccc43)n2)cc1	98.0	9.9	-24.3	-5.0	-15.3	9.2	0.5	98.0	29.5
13	N#CCc1ccc(NC(=O)c2ccc(S(=O)(=O)N3CCOCC3)cc2)cc1	108.0	37.6	-6.8	7.0	5.4	-15.4	1.0	103.0	18.2
14	Cc1cc(C)n(C(=O)CCNC(=O)c2ccccc2Cl)n1	98.0	5.7	-3.6	4.0	1.8	-3.6	0.9	91.0	0.2
15	COCCCn1c(=O)c2sccc2n(Cc2ccccc2C)c1=O	102.0	18.9	-24.0	1.0	-10.3	12.3	-1.0	102.0	9.1
16	Cn1c(=O)c2c(nc(CN3CCC(C(N)=O)CC3)n2CCCc2ccccc2)n(C)c1=O	96.0	18.9	-5.7	-4.0	-22.5	-13.4	0.8	101.0	15.4
17	CCOC(=O)N1CCN(CC(=O)Nc2cc(OCC)ccc2OCC)CC1	109.0	-13.3	-24.4	1.0	-0.5	-11.4	-1.9	109.0	12.1
18	Cc1nc2ccc(NC(=O)c3ccc(S(=O)(=O)N4CCOCC4)cc3)cc2s1	.	21.0	-8.7	.	-1.0	-6.7	3.5	.	40.1
19	N#Cc1ccc(Oc2ccc(-c3cnc4ccccc4n3)cc2)cc1C#N	90.0	-8.5	2.0	2.0	3.7	-3.3	-1.2	96.0	10.0
20	O=C(CCC(=O)OCc1ccc([N+](=O)[O-])cc1)Nc1ccc(F)cc1	102.0	30.5	-1.5	2.0	-0.6	-2.6	-0.5	101.0	15.1
21	COCn1c(COc2ccccc2)nc2ccccc21	96.0	2.9	-7.5	3.0	-8.3	-9.7	-2.5	102.0	.
22	Cc1ccc(C(=O)NC=C(Cl)Cl)cc1	99.0	-11.7	-0.8	-2.0	-16.2	3.7	-2.2	103.0	25.2
23	CCOC(=O)C(NC(=O)CC(C)C)(Nc1sc2c(c1C(N)=O)CCCC2)C(F)(F)F (stereo unspecified)	99.0	14.3	-17.1	0.0	2.3	-10.5	-1.9	100.0	26.6
24	CCc1ccc(C2(O)CC(C(F)(F)F)=NN2C(=O)Cc2ccc([N+](=O)[O-])cc2)cc1 (stereo unspecified)	93.0	14.4	-0.9	1.0	-6.0	1.5	-1.2	97.0	4.6
25	Cc1nn(C)cc1CNC(=O)C1C2CCC(C2)C1C(=O)O (stereo unspecified)	104.0	47.9	0.2	-2.0	4.7	-3.8	0.5	106.0	5.5
26	Cn1c(=O)c(C(=O)NNC(=O)c2ccccc2F)c(O)c2ccccc21	102.0	22.8	-30.9	-4.0	6.0	-1.0	20.5*	101.0	17.0
27	Cc1nn2cc(-c3cccc(Cl)c3)cnc2c1Br	99.0	46.4	-6.4	-2.0	1.0	-10.1	-0.9	98.0	-1.8
28	CC(=O)c1ccc(N2CCN(C(=O)C3CCCN(c4ncnc5c4nc4n5CCCCC4)C3)CC2)cc1 (stereo unspecified)	85.0	37.5	-67.6	-15.0	-3.6	-11.4	-2.7	87.0	14.9
29	Cc1ccc(SC2CCN(C(=O)C3CCC(=O)N(C4CC4)C3)CC2)cc1 (stereo unspecified)	98.0	-8.1	-40.7	0.0	1.8	-10.2	2.9	101.0	18.0
30	Clc1cccc(NCc2nnc(SCc3ccccc3Cl)o2)c1	.	-2.1	-11.9	.	5.0	-2.6	-1.5	.	-10.8
31	Cc1ccc(NC(=O)Cc2noc3ccccc23)cc1	92.0	-1.1	0.8	1.0	-1.6	0.8	-1.4	94.0	-54.8
32	CCN1CCN(C(=O)C2CCN(Cc3nc(-c4cccc(Cl)c4)oc3C)CC2)CC1	111.0	31.2	21.3	3.0	-2.3	-6.8	-0.5	98.0	-6.1
33	O=C(CSc1nnnn1-c1cccc2ccccc12)NC(C(=O)O)(c1ccccc1)c1ccccc1	95.0	-18.3	-22.0	-5.0	-2.7	-9.3	-0.9	96.0	5.0
34	CC(=O)c1ccc(N2Cc3ccccc3C2)cc1	97.0	29.1	-5.1	-2.0	-7.3	8.1	-0.7	101.0	23.0
35	Cc1ccc(Cn2ccnc2SCC(=O)NC2CCCC2)cc1	104.0	-34.0	-28.4	1.0	-5.2	10.7	0.7	103.0	10.2
36	CCN1C(=O)C2(C(C#N)=C(N)Oc3n[nH]c(COC)c32)c2ccccc21 (stereo unspecified)	98.0	-3.4	-3.0	-1.0	-2.2	-12.4	0.6	99.0	18.6
37	O=C1C(=O)N(CCN2CCOCC2)C(c2ccccc2)/C1=C(\O)c1ccc2c(c1)OCCO2 (stereo unspecified)	107.0	17.0	-28.8	8.0	-2.4	-18.2	1.6	102.0	1.4
38	COc1ccc([C@@H]2[C@@H]3C(=O)N(C(C)(C)C)C(=O)[C@@H]3[C@]3(C)C(=O)N(c4ccccc4)C(=O)N23)cc1	101.0	15.2	-34.3	4.0	-2.3	-14.3	4.6	101.0	3.3
39	CCn1c(SCC(=O)Nc2nc(-c3ccccc3)cs2)nc2c1c(=O)n(C)c(=O)n2C	93.0	-2.0	-2.6	-4.0	-1.2	-10.0	-1.6	92.0	20.2
40	O=C(CN1CCN(C(=O)c2ccco2)CC1)Nc1ccc2c(c1)OCCO2	107.0	6.0	2.0	0.0	-5.0	-5.9	-1.0	104.0	-0.1
41	COc1ccc2nc(Cl)c(C#N)cc2c1	95.0	41.1	-5.3	-7.0	9.0	14.1	-0.1	99.0	-9.4
42	COc1ccc(NC(=O)COc2ccccc2)c(OC)c1	106.0	-20.9	-4.3	3.0	-9.0	3.9	-0.7	102.0	18.1
43	CC(C)C[C@H](NC(=O)C1CCC(CNC(=O)[C@@H]2CCCN2C(=O)OC(C)(C)C)CC1)C(=O)O (stereo partly specified)	103.0	40.4	-30.2	8.0	1.3	-9.7	.	103.0	4.9
44	CCC(=O)Nc1sc(C(=O)Nc2ccccc2)c(C)c1C(=O)OC	103.0	14.8	-22.8	0.0	3.4	-10.8	-0.6	106.0	9.7
45	COc1ccc(-c2cc(-c3ccc(Br)cc3)nc3ncnn23)cc1OC	93.0	-0.5	-10.5	2.0	3.2	5.5	-2.5	96.0	9.8
46	Cn1c(=O)c2c(ncn2CC(=O)N/N=C/c2ccc(Br)s2)n(C)c1=O	102.0	0.8	-17.0	0.0	3.9	-6.9	-0.1	121.0	35.8
47	O=C(CSc1nc(C2CC2)nc2ccccc12)Nc1ccc2c(c1)OCCO2	94.0	31.4	-2.8	-1.0	-0.7	-15.7	-1.7	97.0	8.8
48	Cc1noc(C)c1S(=O)(=O)N(CC(=O)NCc1ccc(F)cc1)c1ccc(C(C)C)cc1	97.0	22.6	-32.7	3.0	-8.3	-2.6	-2.5	99.0	17.4
49	COC(=O)C1CN(C(=O)C(C)Oc2ccc(F)cc2)c2ccccc2O1 (stereo unspecified)	105.0	15.0	-11.2	0.0	-3.9	-1.2	-1.3	101.0	20.4
50	CC(C)c1ccc(N(C(=O)c2snc(C(N)=O)c2N)C(C(=O)NC2CCCC2)c2ccncc2)cc1 (stereo unspecified)	92.0	37.0	-27.2	0.0	4.8	-15.5	0.4	99.0	1.4
51	CC(C)(C)c1ccc(NC(=O)COC(=O)CCc2nc3ccccc3c(=O)[nH]2)cc1	94.0	-6.9	-4.0	-4.0	0.0	19.7	2.7	97.0	25.2
52	O=C(NC(Cc1ccccc1)C(=O)NCc1ccccn1)c1ccco1 (stereo unspecified)	83.0	7.0	-6.9	-9.0	2.9	-16.5	0.7	84.0	11.1
53	Cc1ccc(CNC(=O)CCS(=O)(=O)c2ccc(Br)s2)cc1	103.0	-15.9	-8.6	-1.0	-10.1	-9.8	-0.9	97.0	43.1*
54	COCc1cc(=O)n2[nH]cc(-c3ccsc3)c2n1	105.0	28.3	-4.8	5.0	3.5	-15.6	4.9	103.0	8.0
55	Cc1ccc(NC(=O)c2cc([N+](=O)[O-])ccc2Cl)c(O)c1	94.0	42.1	5.2	-2.0	6.8	-9.9	0.3	98.0	-22.2
56	CCCn1cnc2cc(NCc3ccccc3O)ccc21	104.0	-4.7	-10.5	3.0	-1.1	3.4	3.8	99.0	8.2
57	COc1ccccc1-c1nnc2sc(-c3ccc(N(C)C)cc3)nn12	102.0	6.1	-9.9	12.0	0.1	18.3	-1.0	102.0	39.5
58	COC(=O)C1=C(C)Nc2ncnn2C1c1ccc(OC(=O)c2ccccc2)cc1 (stereo unspecified)	97.0	10.1	-32.3	0.0	1.5	3.6	-1.2	99.0	23.4
59	O=C(CSc1nnc(-c2ccco2)o1)NC1CCCCCC1	107.0	2.7	-5.5	7.0	0.9	-7.8	0.1	104.0	9.9

# Sorted by count of non-hydrogen atoms (rising): three of the compounds above
no.	Structure	MEKK2 WT-MEK5	PHOSPHO1 inh	FID counter	MEKK2mut PB1 HTS	M18AAP inhibitor	GPR7 antag	OXTR agonist	MEKK3 PB1 HTS	NALP1 inh
55	Cc1ccc(NC(=O)c2cc([N+](=O)[O-])ccc2Cl)c(O)c1	94.0	42.1	5.2	-2.0	6.8	-9.9	0.3	98.0	-22.2
59	O=C(CSc1nnc(-c2ccco2)o1)NC1CCCCCC1	107.0	2.7	-5.5	7.0	0.9	-7.8	0.1	104.0	9.9
48	Cc1noc(C)c1S(=O)(=O)N(CC(=O)NCc1ccc(F)cc1)c1ccc(C(C)C)cc1	97.0	22.6	-32.7	3.0	-8.3	-2.6	-2.5	99.0	17.4
